Screening results: PubChem BioAssay, The Scripps Research Institute Molecular Screening Center
PP5 primary – inhibitors of human protein phosphatase 5 (PP5) | P53041 | purified PP5c, OMFP substrate fluorescence | inhibition, % at 6.7 µM | 0.18% of 320,000 active | AID 1987;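 active means inhibition above the campaign's mean inhibition across all tested compounds plus 3 SD, cut at about 9.5% in these data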;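 further: 0% = DMSO only and 100% = 100 µM cantharidin control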
Target sequence (P53041 whole entry, looked up): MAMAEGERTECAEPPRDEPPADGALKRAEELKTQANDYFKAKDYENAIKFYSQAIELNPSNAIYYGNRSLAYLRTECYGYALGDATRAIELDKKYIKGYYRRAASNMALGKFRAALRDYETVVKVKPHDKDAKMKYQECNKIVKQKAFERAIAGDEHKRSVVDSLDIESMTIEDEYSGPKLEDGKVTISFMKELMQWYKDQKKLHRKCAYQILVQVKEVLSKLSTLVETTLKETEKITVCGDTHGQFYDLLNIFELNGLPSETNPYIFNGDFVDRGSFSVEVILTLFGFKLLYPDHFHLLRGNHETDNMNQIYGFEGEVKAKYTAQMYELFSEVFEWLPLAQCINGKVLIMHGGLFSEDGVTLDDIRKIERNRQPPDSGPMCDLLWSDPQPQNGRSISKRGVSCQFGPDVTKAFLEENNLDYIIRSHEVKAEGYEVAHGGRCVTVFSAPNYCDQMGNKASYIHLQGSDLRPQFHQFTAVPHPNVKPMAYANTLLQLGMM
CTSL1 counter – blocks F. hepatica cathepsin L1 in PFM18AAP counter-screen; inhibition, % at 5.96 µM; recombinant F. hepatica cathepsin L1, Z-Leu-Arg-MCA fluorescence; 0.49% of 300,000 active; AID 1906;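 active means inhibition above the mean of all tested compounds plus 3 SD, set per screening campaign, cut at about 17% in these data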;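 further: 0% = plate median of test compound wells and 100% = 1 µM Z-Phe-Ala-diazomethylketone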
core dimer inh – blocks dimerization of HCV core protein. TR-FRET GST/Flag-core106 dimerization, 1536-well. 0.33% of 300,000 active. AID 1899. inhibition, % at 5 µM;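 active means inhibition above the mean of all tested compounds plus 3 SD, set per screening campaign, cut at about 45% in these data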
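System: GST-tagged and Flag-tagged HCV core protein residues 1-106 / Input: core106 proteins, GST 13.5 nM and Flag 17 nM / Buffer or medium: KF-containing HEPES buffer, pH 7.45, DTT, CHAPS, BSA / Probe or stimulus: Eu-anti-GST and XL665-anti-Flag labelled anti-tag antibodies / Schedule: 4 h, 22.5 °C incubation / Technique: TR-FRET 671 and 617 nm emission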
PP1 counter – blocks human PP1-alpha phosphatase, a PP5 counter-screen; AID 2235; inhibition, % at 6.7 µM; purified PP1alpha, OMFP fluorescence; 0.9% of 320,000 active; P62136;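 active means inhibition above the mean inhibition of all tested compounds plus 3 SD, computed separately for each screening campaign, cut at about 15% in these data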
proCasp7 act – counter-screen: procaspase-7 (human) activation; recombinant procaspase-7, Ac-DEVD-pNA absorbance 405 nm; D23A/D198A/D206A triple mutant, cannot self-cleave; scale: DMSO 0, 5 µM enzyme 100; 0.093% of 330,000 active; AID 463210; activation, % at 8.5 µM; P55210;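 active means percent activation above the screen-wide mean plus 3 SD, cut at about 25% in these data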
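Assay system: Uncleavable procaspase-7 mutant enzyme | Input: 2 µM procaspase-7 mutant as dispensed | Timing: 1 h compound preincubation, 2 h substrate cleavage, 25 °C | Repeats: One well per compound | Control set: DMSO wells as 0%, DMSO with 5 µM added PC-7 as 100% | Technique: Epi-absorbance of released pNA at 405 nm, two timepoints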
PAFAH2 FP inh – inhibitors of human PAFAH2. recombinant PAFAH2, FP-rhodamine activity probe, fluorescence polarization. inhibition, % at 3.39 µM. 0.99% of 340,000 active. AID 492956;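 active means inhibition above the mean over all tested compounds plus 3 SD, cut at about 30% in these data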;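 further: inhibitors block probe labeling of enzyme so polarization drops; 0% = enzyme with DMSO and 100% = wells lacking PAFAH2 protein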
proCasp3 act – procaspase-3 (human) activation; recombinant procaspase-3 D3A, Ac-DEVD-pNA absorbance 405 nm; P42574; 0.11% of 330,000 active; activation, % at 8.5 µM;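 active means activation above the mean of all tested compounds plus 3 SD, cut at about 21% in these data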;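 further: 0% = DMSO alone and 100% = DMSO wells spiked with extra 5 µM PC-3 D3A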
Target sequence (P42574 whole entry D9A/D28A/D175A): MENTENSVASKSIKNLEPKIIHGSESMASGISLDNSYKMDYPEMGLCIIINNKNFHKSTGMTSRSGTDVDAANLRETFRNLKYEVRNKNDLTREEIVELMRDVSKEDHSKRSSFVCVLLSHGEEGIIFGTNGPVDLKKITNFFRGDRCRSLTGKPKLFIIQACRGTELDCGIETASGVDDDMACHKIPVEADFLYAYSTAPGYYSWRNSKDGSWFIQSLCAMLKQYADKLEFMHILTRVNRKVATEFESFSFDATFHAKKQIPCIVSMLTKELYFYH
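Test system: Procaspase-3 D3A mutant; medium: Zinc-free HEPES/NaCl buffer with 0.01% Triton X-100 at pH 7.4; reagent: DEVD-pNA substrate; doses: one concentration, 8.5 µM nominal, 0.8% DMSO; times: 1 h preincubation plus 2 h reaction at 25 °C; signal: Epi-absorbance at 405 nm of released p-nitroaniline, 0 and 120 min; replicates: singlicate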
AHR act – human AHR activation; P35869; AHR-responsive luciferase reporter cells, luminescence; activation, % at 5 µM; 2.5% of 320,000 active; AID 2796; in the data active means activation above about 47%;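 further: 0% = vehicle wells and 100% = reference agonist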
TPT1 inhibitor – blocks Candida albicans tRNA 2'-phosphotransferase; inhibition, % at 5 µM; 0.81% of 300,000 active; recombinant caTPT1, FP RNA substrate dephosphorylation;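 active means inhibition above the mean of all tested compounds plus 3 SD, set per screening campaign, cut at about 24% in these data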;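 further: plate controls were DMSO alone for no effect and ferristatin control at 100 nM for full effect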
* hit, by the source's call; . = not tested or not shown.

SMILES	PP5 primary	CTSL1 counter	core dimer inh	PP1 counter	proCasp7 act	PAFAH2 FP inh	proCasp3 act	AHR act	TPT1 inhibitor
Cc1csc(CN(C)C(=O)CC2C(=O)NCCN2Cc2ccc(-c3ccccc3)cc2)n1 (stereo unspecified)	0.3	1	-1	-3	3	1	2	3	-7
CCc1ccc(N(C(C)=O)C2C=CS(=O)(=O)C2)cc1 (stereo unspecified)	-0.5	0	-12	-3	7	3	12	1	-3
O=C(Nc1ccc2oc(-c3cccnc3)nc2c1)c1ccco1	-1.0	4	25	1	-10	-2	0	-4	0
COC(=O)C(CCSC)NC(=O)CNC(=O)C1CCCCC1 (stereo unspecified)	2.9	0	-8	2	1	-3	2	1	-3
S=C(NCC1(c2ccccc2)CCCC1)Nc1ccccc1	0.6	2	9	0	-13	-3	3	0	1
CCc1noc(C)c1C(=O)Nc1nc(-c2cccs2)cs1	0.8	6	0	-3	2	0	1	31	-5
CCOC(=O)c1sc(-c2ccc(OC)cc2)cc1N	2.5	10	9	-1	4	7	-2	-1	-8
COc1ccc(C2=NC(c3ccccc3)CO2)cc1 (stereo unspecified)	1.8	-1	11	-2	-9	.	1	5	-1
CCCCCCSc1cccc(-c2nc3ccc(C)cn3c2NC2CCCCC2)c1	2.1	-2	-9	2	-1	6	2	3	-1
COc1cc2c(cc1OC)CN(C(=O)CCNS(=O)(=O)c1ccccc1F)CC2	0.7	-3	4	0	10	3	7	4	7
CCc1nnc2n1N=C(c1ccc(Cl)cc1Cl)CS2	1.9	1	3	-4	-8	1	4	2	2
O=C(Nc1cccc(S(=O)(=O)c2cccc(NC(=O)C3CC3)c2)c1)C1CC1	3.4	-7	1	3	-1	0	3	4	-2
Cc1ccc(S(=O)(=O)c2nnn3c2nc(N2CCC(C(N)=O)CC2)c2ccccc23)cc1	1.6	-1	2	-3	1	1	6	4	-3
Cc1ccc(-n2c(SCc3cc(=O)n4ccsc4n3)nnc2-c2cccnc2)c(C)c1	1.7	3	10	-1	2	0	10	1	0
COc1ccccc1NS(=O)(=O)c1cccc(C(=O)NCc2ccco2)c1	1.0	0	-1	-1	4	2	4	2	0
O=C(Oc1nsnc1N1CCOCC1)N1CCCC1	-0.1	-1	-1	-3	9	3	-2	1	0
Cc1cccc(OCC(=O)N(Cc2ccccc2)c2c(N)n(Cc3ccccc3)c(=O)[nH]c2=O)c1	-2.9	.	.	-3	1	-2	5	1	.
COc1ccccc1CNCc1ccc(C)cc1	2.8	0	-9	5	5	-6	-10	32	-4
Cc1ccccc1C(=O)N[C@H](C(=O)Nc1ccc(Cl)c(Cl)c1)C(C)C	1.7	-4	6	-5	-1	7	7	5	1
O=C(Cn1c(=O)oc2ccccc21)N1CCCCC1	-0.8	-2	-1	-2	3	1	-7	1	-2
CC(=O)N1CCN(S(=O)(=O)c2ccc(C)cc2)C1C(C)C (stereo unspecified)	2.5	0	0	-3	4	-1	-2	-2	2
CCOC(=O)c1cc(C#N)c(C)nc1N(CC)CC	-0.3	-2	-1	-3	14	4	10	0	1
COc1cccc(NC(=O)CN(C)C(=O)c2sc3cc(Cl)ccc3c2Cl)c1	0.4	-3	4	-3	4	-5	4	-1	-1
C#CCSc1nsc(SCC#C)c1C#N	1.9	-1	63*	1	3	16	-6	-1	5
CSCCC(NC(=O)CCN1C(=O)c2ccccc2C1=O)C(=O)O (stereo unspecified)	2.4	1	1	-4	7	0	-5	1	5

Full records as entered above.
Profile of `O=C(Oc1nsnc1N1CCOCC1)N1CCCC1` : PP5 primary = -0.1; CTSL1 counter = -1; core dimer inh = -1; PP1 counter = -3; proCasp7 act = 9; PAFAH2 FP inh = 3; proCasp3 act = -2; AHR act = 1; TPT1 inhibitor = 0
Profile of `CC(=O)N1CCN(S(=O)(=O)c2ccc(C)cc2)C1C(C)C` (stereo unspecified) : PP5 primary = 2.5; CTSL1 counter = 0; core dimer inh = 0; PP1 counter = -3; proCasp7 act = 4; PAFAH2 FP inh = -1; proCasp3 act = -2; AHR act = -2; TPT1 inhibitor = 2

Back to the main list, starting 2 compounds before the break.
SMILES	PP5 primary	CTSL1 counter	core dimer inh	PP1 counter	proCasp7 act	PAFAH2 FP inh	proCasp3 act	AHR act	TPT1 inhibitor
C#CCSc1nsc(SCC#C)c1C#N	1.9	-1	63*	1	3	16	-6	-1	5
CSCCC(NC(=O)CCN1C(=O)c2ccccc2C1=O)C(=O)O (stereo unspecified)	2.4	1	1	-4	7	0	-5	1	5
COc1ccccc1CNS(=O)(=O)c1ccc(Br)s1	2.8	-2	-10	0	-8	2	-2	4	-2
Cn1ccs/c1=N\C(=O)Nc1ccccc1	0.4	3	-6	-3	-1	-4	3	23	1
NC(=O)CSc1nnnn1-c1cccc(Cl)c1	1.0	-2	2	-3	-4	5	5	8	-3
COCCn1nnnc1C(c1cc2ccc(OC)cc2[nH]c1=O)N1CCc2ccccc2C1 (stereo unspecified)	2.6	3	5	-3	-28	0	-18	16	-6
Cn1cc(SCC(=O)NCc2ccc(F)cc2)c2ccccc21	1.7	-3	-5	-4	3	9	-1	2	0
COc1cc(C=O)c(Br)cc1OC1CCCC1	4.1	-3	32	-1	1	0	4	2	2
O=C(Cc1ccccc1)N1CCCC(c2nc(-c3cccs3)no2)C1 (stereo unspecified)	1.1	-10	-2	-2	12	-4	2	2	-3
O=C(CNC(=O)c1ccc(S(=O)(=O)N2CCCC2)cc1)N/N=C/c1ccc(F)cc1	1.9	-1	-4	2	4	0	2	-2	-1
CC(C)C(NC(=O)CNC(=O)OC(C)(C)C)C(=O)NCc1ccccc1 (stereo unspecified)	-0.5	3	3	0	-9	-9	-2	7	1
Cc1ccc(-c2ccc(/C=N/NC(=O)CN3CCCC3)o2)cc1Cl	2.4	-2	-4	8	9	-1	-8	19	-1
CCOC(=O)c1[nH]c(C)c(C(=O)Nc2ccccc2F)c1C	1.7	1	-5	3	1	-15	7	3	-2
CCc1ccc(C2=NN(C(C)=O)C(c3ccco3)C2)cc1 (stereo unspecified)	3.1	0	5	3	-1	-7	0	7	-2
COc1ccccc1NS(=O)(=O)c1cc(NC(=O)Nc2ccc(Cl)cc2Cl)ccc1N1CCCCC1	3.1	-4	35	8	-10	-26	-4	6	-2
CC1CCCCN1C(=O)c1cc(-c2ccc3c(c2)OCO3)on1 (stereo unspecified)	-0.1	-2	1	1	7	12	4	42	3
CCC(CO)Nc1ncc([N+](=O)[O-])cc1C#N (stereo unspecified)	0.1	7	-12	0	-9	0	-7	0	2
CCCCn1c(N)c(N(CCOC)C(=O)c2cc(-c3ccncc3)nc3ccccc23)c(=O)[nH]c1=O	0.8	-1	1	-2	4	-2	-8	22	3
CCOCCCNC(=O)c1c(-c2ccccc2)noc1C	1.2	-2	1	-6	-6	1	3	1	-5
CC(C)(C)NC(=O)NC(=O)COC(=O)c1cccc(F)c1	1.1	-4	-5	1	-6	14	3	-2	0
CNC(=O)CSc1nnc(-c2ccc3c(c2)OCO3)n1C	-1.1	-7	-6	-3	7	5	3	3	-2
CCOc1ccc(C(=O)OC2CCCN(C)C2)cc1 (stereo unspecified)	1.8	4	0	-3	1	-3	1	-2	3
Cc1nn(C)cc1S(=O)(=O)NC1CCCC1	0.0	0	-2	-4	-12	16	-13	4	0
O=Cc1c(Sc2ccccc2)nc2ccccn2c1=O	-2.4	-1	6	1	6	-1	2	2	-5
CC1(C)c2[nH]c3ccccc3c2C[C@@H]2C(=O)N(Cc3ccc(F)cc3)C(=O)N21	5.9	3	-8	0	1	4	6	0	-4
CCN(CC)c1ccc2c(C)c(-c3ccc(N)cc3)c(=O)oc2c1	0.6	-2	5	4	-12	-1	-21	4	2
CCc1cc(C(=O)O)c(NC(=O)/C=C/c2ccc(OC)cc2)s1	3.5	5	4	-4	-2	-2	0	8	-1

Copied from the list:
`COCCn1nnnc1C(c1cc2ccc(OC)cc2[nH]c1=O)N1CCc2ccccc2C1` (stereo unspecified) | core dimer inh = 5
`Cc1ccc(-c2ccc(/C=N/NC(=O)CN3CCCC3)o2)cc1Cl` | PAFAH2 FP inh = -1
`Cc1cccc(OCC(=O)N(Cc2ccccc2)c2c(N)n(Cc3ccccc3)c(=O)[nH]c2=O)c1` | proCasp3 act = 5
`CCC(CO)Nc1ncc([N+](=O)[O-])cc1C#N` (stereo unspecified) | PP1 counter = 0
`CSCCC(NC(=O)CCN1C(=O)c2ccccc2C1=O)C(=O)O` (stereo unspecified) | proCasp3 act = -5

The list goes on.
SMILES	PP5 primary	CTSL1 counter	core dimer inh	PP1 counter	proCasp7 act	PAFAH2 FP inh	proCasp3 act	AHR act	TPT1 inhibitor
CC(C)C/C(O)=C/c1nc2cc(Cl)ccc2oc1=O	1.6	-2	-16	7	2	-2	-2	5	0
Cc1c(Cl)cccc1NC(=O)CN1CCC(NC(=O)C2CCCCC2)CC1	1.1	-2	9	0	1	3	-2	-1	-1
CCCCn1c(N)c(Sc2ccc(C)cc2)c(=O)[nH]c1=O	-0.1	2	-5	4	8	3	-2	-2	-2
CCc1nnc(NC(=O)CSc2ncc(-c3ccccc3)[nH]2)s1	2.6	-1	-4	5	7	7	3	2	-1
CCOC(=O)CCCn1ccc2cc(S(=O)(=O)N3CCCC3)ccc21	1.4	-3	-2	0	-2	3	3	-1	-2
Cc1occc1-c1nnc(SCC(=O)NCc2cccs2)n1-c1ccc(F)cc1	-5.6	-2	8	-4	-10	-6	-8	3	0
O=C1N=c2ccccc2=C1c1sc(=S)n(CC2CCCO2)c1O (stereo unspecified)	0.0	6	-5	14	6	11	5	9	-3

Some of these compounds in order of formula weight, falling:
SMILES	PP5 primary	CTSL1 counter	core dimer inh	PP1 counter	proCasp7 act	PAFAH2 FP inh	proCasp3 act	AHR act	TPT1 inhibitor
O=C1N=c2ccccc2=C1c1sc(=S)n(CC2CCCO2)c1O (stereo unspecified)	0.0	6	-5	14	6	11	5	9	-3
CCc1nnc(NC(=O)CSc2ncc(-c3ccccc3)[nH]2)s1	2.6	-1	-4	5	7	7	3	2	-1
CCCCn1c(N)c(Sc2ccc(C)cc2)c(=O)[nH]c1=O	-0.1	2	-5	4	8	3	-2	-2	-2
